# Source: PubChem BioAssay
# PLCb3 inh = blocks human PLC-beta3 enzyme activity; inhibition, % at 12.2 µM; Purified PLC-beta3, fluorogenic substrate, fluorescence; 370,000 compounds, 0.18% hits; Q01970; in the data active = inhibition above about 11%;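 note: 0% = median of compound wells on plate and 100% = full blocker control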
# ASAP1 GAP inh = inhibitors of human ASAP1 ArfGAP activity. ASAP1-stimulated ARF1 GTP hydrolysis, GDP FP detection. inhibition, % at 16.5 µM. 360,000 compounds, 0.19% hits; in the data active = inhibition above about 25%;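 note: 0% = vehicle with enzyme and substrate and 100% = no enzyme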
# Target sequence (Q9ULH1 325-724 limits assumed): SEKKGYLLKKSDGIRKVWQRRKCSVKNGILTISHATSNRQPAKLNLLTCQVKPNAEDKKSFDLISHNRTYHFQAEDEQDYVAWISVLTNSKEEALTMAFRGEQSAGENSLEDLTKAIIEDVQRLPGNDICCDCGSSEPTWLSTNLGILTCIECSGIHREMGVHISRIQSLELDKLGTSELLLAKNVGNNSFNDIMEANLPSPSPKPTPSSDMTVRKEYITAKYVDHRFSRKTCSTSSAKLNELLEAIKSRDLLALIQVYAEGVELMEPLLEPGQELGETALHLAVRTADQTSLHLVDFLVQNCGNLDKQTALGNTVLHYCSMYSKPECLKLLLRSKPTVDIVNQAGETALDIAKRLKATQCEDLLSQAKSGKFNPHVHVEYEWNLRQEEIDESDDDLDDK
# TDP2 absorb = blocks human TDP2 phosphodiesterase activity. O95551. recombinant TDP2, T5PNP hydrolysis, p-nitrophenol absorbance 415 nm. inhibition, % at 12.8 µM. 370,000 compounds, 0.34% hits;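 active = inhibition above the mean of all tested compounds plus 3 SD, set per campaign, cut at about 25% in these data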;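 note: 0% = DMSO with enzyme and 100% = buffer with substrate but no TDP2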
# Target sequence (O95551 whole entry, looked up): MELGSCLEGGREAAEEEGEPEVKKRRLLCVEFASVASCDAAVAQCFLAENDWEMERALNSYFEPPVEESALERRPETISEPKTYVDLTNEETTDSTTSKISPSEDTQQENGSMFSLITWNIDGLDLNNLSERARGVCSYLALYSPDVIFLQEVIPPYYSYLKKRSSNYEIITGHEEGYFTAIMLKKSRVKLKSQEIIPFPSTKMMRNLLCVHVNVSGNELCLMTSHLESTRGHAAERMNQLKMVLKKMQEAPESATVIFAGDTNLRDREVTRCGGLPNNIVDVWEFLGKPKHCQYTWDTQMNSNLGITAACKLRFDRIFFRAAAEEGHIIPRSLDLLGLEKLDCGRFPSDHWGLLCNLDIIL
#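 Assay system: recombinant human TDP2 / Reagent: T5PNP substrate at 5 mM, a TopII-DNA adduct mimic / Measured by: epi absorbance from released p-nitrophenol / Evaluation: % inhibition relative to enzyme-containing and enzyme-free wells / Control set: enzyme-free and DMSO wells / Replicates: each compound tested once, singlicate / Schedule: enzyme reaction with compound for 2 h at 37 °C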
# ADAM10 inh = inhibitors of human ADAM10; recombinant ADAM10, EDANS/DABCYL FRET peptide cleavage, 3 h; inhibition, % at 7 µM; 370,000 compounds, 0.62% hits; AID 720582; O14672;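 active = inhibition above a per-campaign cutoff equal to the mean of compounds falling between control-based bounds plus 3 SD, cut at about 20% in these data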;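 note: 0% = DMSO wells while the 100% control is not disclosed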
# PLC-gamma1 inh = blocks human PLC-gamma1 enzyme activity. purified PLC-gamma1, fluorogenic substrate, fluorescence. inhibition, % at 12.2 µM. P19174. 370,000 compounds, 0.84% hits; in the data active = inhibition above about 9.5%
# ADAM17 inh = inhibits human ADAM17 | inhibition, % at 6.95 µM | P78536 | recombinant ADAM17, EDANS/DABCYL FRET peptide cleavage | 370,000 compounds, 0.83% hits;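 active = inhibition above the mean of compounds lying between control limits plus 3 SD, set per campaign, cut at about 8.5% in these data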;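 note: 0% = DMSO-only wells as the low control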
# ARFGAP1 inhibitor = rat ARFGAP1 inhibition; Q62848; 360,000 compounds, 0.26% hits; inhibition, % at 16.5 µM; Arfgap1-stimulated ARF1 GTP hydrolysis, GDP FP detection;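 active = inhibition above a per-plate limit, mean inhibition of low control wells plus 3 SD, cut at about 25% in these data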;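 note: 0% = DMSO wells with enzyme and 100% = wells lacking Arfgap1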
# Target sequence (Q62848 1-136 limits assumed): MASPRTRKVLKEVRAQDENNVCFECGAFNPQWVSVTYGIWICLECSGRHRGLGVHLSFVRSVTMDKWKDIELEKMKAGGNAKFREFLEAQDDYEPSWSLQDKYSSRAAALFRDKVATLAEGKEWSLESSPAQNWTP
#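 Material: truncated rat Arfgap1 GAP domain; Incubation: compound-enzyme preincubation 20 min, reaction 120 min, detection 60 min, 25 °C; Read-out: percent inhibition of Arfgap1-stimulated GTP hydrolysis; Technique: FP, GDP Alexa 633 tracer displaced from anti-GDP antibody, 620/688 nm; Controls: No-Arfgap1 wells (100%) versus DMSO full-reaction wells (0%); Replication: single well per compound.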
# DDE Tn7 FP inh = disrupts Tn7 cyclic peptide binding to fibrin D-Dimer-E complex; P02675; FP displacement of FITC-Tn7 peptide from fibrin DD(E); 0% = median of compound wells per plate; inhibition, % at 8.3 µM; 370,000 compounds, 0.13% hits; AID 720508;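 active = inhibition above the mean of compounds falling within the control limits plus 3 SD of them, cut at about 14% in these data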;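 note: 0% = plate median of compound wells and 100% = 10 µM Aha-Tn7 peptide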
#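 Also added: labelled Tn7 tracer, 0.1 µM; Assay system: human fibrin DD(E) protein; Amount: 2 µM fibrin DD(E); Schedule: 10 min compound pre-incubation, 3 h probe incubation at room temperature; Repeats: one replicate per compound; Read-out basis: percent inhibition; Measured by: fluorescence polarization of the labelled Tn7 tracer.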
# Tn6 DDE FP = inhibitors of Tn6 peptide binding to human fibrin DD(E); P02675; Fibrin DD(E) TRITC-Tn6 fluorescence polarization displacement; inhibition, % at 8.3 µM; 370,000 compounds, 0.21% hits;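 active = inhibition above a per-campaign cutoff: mean of compounds within control limits plus 3 SD, cut at about 15% in these data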;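 note: 0% = median of all compound wells on the plate and 100% = blocking peptide control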
# SIAE primary = blocks human sialic acid acetylesterase | SIAE FP-Rh probe binding, fluorescence polarization | inhibition, % at 9.66 µM | 370,000 compounds, 0.69% hits;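 active = inhibition above a cutoff: mean of compounds within the control limits plus 3 SD of those, cut at about 17% in these data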;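 note: 0% = plate median of compound wells and 100% = probe without SIAE protein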
# * hit, by the source's call; . = not tested or not shown. Rows were taken by chance. Share with any hit: about 3.6%.
# Every second line gives: PLCb3 inh, ASAP1 GAP inh, TDP2 absorb, ADAM10 inh, PLC-gamma1 inh, ADAM17 inh, ARFGAP1 inhibitor, DDE Tn7 FP inh, Tn6 DDE FP, SIAE primary
- CCN(c1ccc(NS(=O)(=O)c2cc(Cl)ccc2Cl)cc1)C(C)C
    -5, 4, -16, 24*, -1, 11*, 3, 0, -6, -3
- Cc1ccc(C(=O)NCc2cccc(C(F)(F)F)c2)cc1S(=O)(=O)N1CCCCC1
    0, -1, -9, 1, 2, -4, -4, 1, 6, 25*
- CCOCC(O)CS(=O)(=O)c1ccccn1 (stereo not drawn)
    3, -1, 7, -4, 1, -6, 10, 1, 4, 1
- COCCn1c(SCC(=O)Nc2cc(C)on2)nnc1-c1c[nH]c2ccccc12
    0, -2, -3, -2, 0, -2, -15, -3, -2, 0
- OC1CCCN(Cc2cn(Cc3ccccc3)nc2-c2cc3ccccc3o2)C1 (stereo not drawn)
    1, -7, 1, -2, 0, -1, 1, -1, 4, -1
- CN(C)C(=O)CSc1nnc(Cc2ccccc2)n1Cc1ccco1
    -8, -5, -15, -7, 5, 5, -5, -1, -7, -2
- Cc1ccccc1Cn1nc(C)c(NC(=O)c2cc3nc(-c4ccco4)cc(C(F)(F)F)n3n2)c1C
    -68, -2, -12, -32, -59, -9, -8, -1, -9, 1
- Cc1cccc(CCNC(=O)c2cc3ccccn3n2)c1
    3, ., 1, -6, 3, 0, ., 0, -5, 0
- Cc1ccc(S(=O)(=O)n2nc(-c3ccco3)nc2SCc2ccccc2)cc1
    -13, 2, 2, -7, -16, -1, -2, -1, -2, 4
- Cc1ccccc1NC(=O)c1cccc(S(C)(=O)=O)c1
    1, -6, 6, 11, 3, -3, -6, 0, -3, -1
- NC(=S)NN=Cc1nccc2c(C(F)(F)C(F)(F)C(F)(F)F)cccc12
    -72, -4, 1, -30, -49, -6, 3, 4, 10, 3
- Cc1c(Cl)cnc(NC(=O)COC(=O)c2cccc(S(=O)(=O)N3c4ccccc4CC3C)c2)c1Cl (stereo not drawn)
    -5, -12, -4, 14, -4, 5, 9, 7, 3, -13
- CC1CCCC(C)N1NC(=S)Nc1ccc(OC(F)F)cc1 (stereo not drawn)
    -2, 6, -5, -6, 3, -4, 9, 6, 1, 2
- CC1CCCC(C)N1C(=C(Cl)Cl)C(=C1SCCS1)[N+](=O)[O-] (stereo not drawn)
    -1, -1, -12, 21*, 5, 8, -2, -4, -1, -2
- COc1ccc(CCNc2cc(C)nc(N)n2)cc1OC
    -2, -5, 7, -2, 0, -4, 0, -8, -6, -3
- COCCn1c(SCC(=O)NC2CCCCC2)nc2c(c1=O)SCC2
    -7, 2, 7, 3, -1, 1, 7, -3, -6, 6
- C/C(=N\Nc1cc(C)nc(-c2ccccc2)n1)c1cccc([N+](=O)[O-])c1
    -1, -5, -10, 2, 4, 5, 5, -11, 0, 1
- CCOc1ccccc1-n1c(=S)sc2c(=O)n(-c3ccccc3)c(=S)[nH]c21
    0, -1, 13, 1, 3, -3, -8, -7, 2, 19*
- O=C(C1CCN(c2nnc(N3CCCC3=O)s2)CC1)N1CCN(c2cccc(C(F)(F)F)c2)CC1
    -5, 5, 7, 1, -1, -5, 7, -6, -12, -3
- CN(C(=O)c1ccc(NC(=O)Cc2cccc(NC(=O)C3CCCN(S(=O)(=O)c4cccc([N+](=O)[O-])c4)C3)c2)cc1)C1CC1 (stereo not drawn)
    3, -20, 0, -8, 3, 4, 8, 0, 4, -25
- Cc1ccc(S(=O)(=O)N(CCC(=O)Nc2ccc(OC(F)(F)F)cc2)c2ccccc2)cc1
    2, -1, -1, 21*, 2, 8, 1, -7, -7, -17
- CC(C)(C)c1nc2ccc([N+](=O)[O-])cc2[nH]1
    4, -5, 5, -8, 0, 1, 8, -1, -5, 0
- Cc1ccc(S(=O)(=O)N2CCN(C(=O)c3ccc(N4CCCC4)c([N+](=O)[O-])c3)CC2)cc1
    -3, 18, 0, -1, 1, 0, -5, -3, 4, 4
- CC(C)O/N=C1\C(=O)N(c2ccccc2)c2ccccc21
    4, -10, -1, 0, 2, -1, 2, -8, 2, -6
- O=c1[nH]c(=O)n(Cc2ccco2)c2c1C(C(F)(F)F)(C(F)(F)F)N=C(CCc1ccccc1)N2
    -3, -11, 1, 4, 0, 0, 14, -5, 2, 1
- NNc1nc(Nc2ccccc2)nc(N2CCCCC2)n1
    0, 2, -6, 7, 2, 8, 2, -5, 3, -6
- Cc1ccc(C)c(-n2c(-c3csc(C)c3)n[nH]c2=S)c1
    -4, -1, 10, 3, 2, -4, -6, 1, -2, -2
- Cc1ccc2[nH]cc(C(=O)CN3CCC4(CC3)OCCO4)c2c1
    -4, -2, -8, -9, -3, 1, 14, 4, -2, 0
- COc1ccc(OCC(=O)N/N=C(\C)c2ccc(-n3ccnc3)cc2)cc1
    2, 0, -4, -17, 4, 2, 10, 0, -2, 2
- NNc1nccc(Nc2ccccc2C(=O)O)n1
    -39, -1, 3, -24, -36, -10, -7, 6, -1, 9
- CCC(C)(C)c1ccc(OCCCC[n+]2cccc(C)c2)c(C(C)(C)CC)c1
    5, -3, -12, 9, 9, 9.4*, -4, -9, -5, -2
- COC(=O)C1=CN(c2ccc(OC)cc2OC)C(N)=C(C#N)C1c1ccccc1F (stereo not drawn)
    -21, 4, -5, -109, -18, -29, -3, 2, 1, 0
- Cc1ccc(C)c(NC(=O)CN(C)C(=O)CC2OC(=O)c3ccccc32)c1 (stereo not drawn)
    -1, -19, 6, -6, 0, -4, 5, 3, 4, -3
- O=C(c1cc(F)ccc1F)C1CCCN(C(=O)c2ccco2)C1 (stereo not drawn)
    -2, -8, -1, -5, -1, 0, 4, -1, 1, 0
- CCN(CC)C(=O)Cn1cc(C(=O)C(=O)NCCc2ccccc2)c2ccccc21
    -6, -14, -14, -5, 2, 1, 7, -6, -1, 10
- O[C@H](COc1cccc(C(F)(F)F)c1)CN1CCC(C(O)(c2ccccc2)c2ccccc2)CC1
    5, ., -10, 10, 4, 5, ., -3, 3, -8
- Cc1noc(C)c1CSc1nnc(-c2cc(Cl)ccc2Cl)n1N
    -1, -4, 11, -1, -3, -8, 6, -3, -3, 0
- O=C1C(=O)N(Cc2ccco2)C(c2cccc(Cl)c2)/C1=C(\O)c1ccc2c(c1)OCCO2 (stereo not drawn)
    -7, 2, 2, -3, -3, -3, -8, -6, 4, 4
- COc1ccccc1-c1sc2cc3c(cc2c1-c1ccc(O)cc1)OCO3
    -134, 11, -2, -4, -94, 4, 16, -4, 0, 0
- Cc1nc2nc(C)c(CCC(=O)Nc3ccc4c(c3)OCO4)c(C)n2n1
    7, 15, -7, 8, 4, 0, -6, 0, -1, 8
- COc1ccc(OC)c(C2C(C#N)=C(N)Oc3cc(N)ccc32)c1 (stereo not drawn)
    -56, 6, -3, -22, -39, -3, 10, -3, -6, -1
- COc1ccc(S(=O)(=O)NCc2ccc(F)cc2)cc1OC
    1, -4, 4, -7, 5, 4, 5, 3, -9, 0
- O=C(CSc1nnc2ccccn12)Nc1ccc(N2CCOCC2)cc1
    -8, 9, 14, -2, 0, -9, -3, -3, 1, 10
- COc1ccc(C(=O)n2nc(C)cc2Nc2ccccc2)cc1
    -2, 0, 5, 10, 4, 2, 7, 3, 2, 3
- CN(C1=NS(=O)(=O)c2ccccc21)c1ccc(OC(=O)c2ccncc2)cc1
    -3, 2, -1, -1, 0, -5, -8, 3, 7, -1
- CN(C)CCNC(=O)Cc1ccc([N+](=O)[O-])cc1
    0, -17, -6, -1, 1, 3, -3, 5, -5, -7
- Cc1cccc(C2c3[nH]c4ccccc4c3CCN2C(=O)Cc2n[nH]c(C)n2)n1 (stereo not drawn)
    -10, -9, 9, -5, -10, -2, -15, 2, 5, 5
- Nc1ccc(C(=O)OCC(=O)Nc2cccc(S(=O)(=O)NC3=NCCCCC3)c2)cc1[N+](=O)[O-]
    2, -6, 2, -4, 3, -7, 10, 0, 5, -5
- CC(C)C[C@H]1CN([C@@H](Cc2ccc(O)cc2)CN2CCC[C@H]2CN2C(=O)C(=O)NC[C@@H]2Cc2ccc(O)cc2)C(=O)C(=O)N1CCc1ccccc1
    0, -6, -8, 4, 1, 1, 11, -3, -6, 7
- Cc1cc(Nc2ccc(F)cc2Cl)n2ncnc2n1
    10, 12, -9, 4, 2, 1, 8, 2, -1, 1

# The listing continues.
# Every second line gives: PLCb3 inh, ASAP1 GAP inh, TDP2 absorb, ADAM10 inh, PLC-gamma1 inh, ADAM17 inh, ARFGAP1 inhibitor, DDE Tn7 FP inh, Tn6 DDE FP, SIAE primary
- CN(C)S(=O)(=O)c1ccc(N2CCCC2)c(C(=O)NCC2CCCCC2)c1
    4, 9, 13, -4, 1, -1, 1, 8, 10, -1
- S=C(Nc1ccc2c(c1)OCO2)N1CCCC1
    -5, -8, -1, -8, 0, -5, -2, 4, 1, 8
- CN(C)C(=O)N1CCc2ccc([N+](=O)[O-])cc21
    3, 14, -12, -8, 0, 1, -3, -8, 1, 7
- COC(=O)[C@@]1(Cc2ccc(F)cc2)[C@H]2c3cc(C(=O)N4CCCC4)n(CCc4c[nH]c5ccc(OC)cc45)c3C[C@H]2CN1C(=O)c1ccccc1
    -12, -3, -11, 4, -7, 4, -4, 1, 1, 2
- CCOc1ccc(S(=O)(=O)NCCCn2ccnc2)cc1NC(C)=O
    -3, 8, 6, -10, 0, -4, -22, 7, 9, -12
- Cc1nnc(SCC(=O)N(C)C2CCCCC2)n1C
    -1, -7, 10, -9, 3, -6, -14, 1, 2, 13
- CNC(=S)N(CCCn1ccnc1)Cc1c(F)cccc1Cl
    -7, -2, 2, 1, -2, -4, -2, 7, 1, -5
- COc1cccc(NC(=O)NC2CCN(Cc3nnnn3Cc3ccc(F)cc3)CC2)c1
    -14, 4, -3, 9, 2, 2, 20, 2, -7, 1
- Cc1cc2nc(-c3ccccc3)c(Cc3cccc(Cl)c3)n2c(C)c1Br
    -15, -16, 5, 6, -5, -4, -9, 6, 6, 2
- S=C1N(c2ccccc2)C(c2ccc(Br)cc2)N2CCCN12 (stereo not drawn)
    -4, 5, 5, -2, 3, -2, 0, 6, 3, 1
- CC(C)(C)c1ccc(/C=N/NC(=S)NCc2ccccc2)cc1
    5, 12, -1, 2, 3, 0, 4, 1, 3, 4
- Cc1ccc2nc(N3CC(C)OC(C)C3)nc(-c3ccccc3)c2c1 (stereo not drawn)
    -173, -5, 9, -112, -109, -37, 10, 1, -4, 12
- CCC(c1nc2ccccc2[nH]1)n1c(C)nc2ccccc21 (stereo not drawn)
    5, 1, 4, -4, 2, -3, -1, -6, -3, 2
- CC(C)c1nnc(NC(=O)CCC(=O)Nc2ccc(Cl)cc2)s1
    -6, 6, 1, -2, -3, -1, -3, -1, -2, 9
